Bioassay records: PubChem, National Center for Advancing Translational Sciences (NCATS)
aSyn yeast rescue = inhibitors of alpha-synuclein toxicity in yeast; S. cerevisiae alpha-synuclein toxicity rescue, BacTiter-Glo growth, 24 h; Potency, µM (highest dose often 46.1 µM), inactives show top-dose growth rescue (activation), usual class: activators; 94,000 tested, 0.02% active; active means well fitted activation curve with a large enough effect; inconclusive means small, poorly fitted or top-dose-only effect; further: 0% is about no effect
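Growth restoration measured by BacTiter-Glo luminescence after 24 hr at 30 deg C; alpha-synuclein yeast, raffinose-pregrown to mid-log, were added at OD600=0.02 in galactose medium onto pinned compounds.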
Active calls of the source: *; & = joins results of further samples; [ ] = another dose, or the depositor's remark. Potency means the concentration at half of the fitted maximal effect. A portion of the library (hit frequency here may not be typical).

Results for CN(c1ccc(OCC(=O)NCc2cccnc2)cc1)S(=O)(=O)c1ccc(Cl)cc1 ?
aSyn yeast rescue: -4%

What do the screens show for `Cc1ccc(-c2nnc(Nc3ccc(Cl)cc3)c3ccccc23)cc1S(=O)(=O)N1CCOCC1`?
aSyn yeast rescue: 8%

What do the screens show for `COc1cc(NC(=O)C2CCC(=O)N2S(=O)(=O)c2ccc(C)cc2)cc(OC)c1` (configuration not stated)?
aSyn yeast rescue: 4%

What do the screens show for `C[C@@H]1CN([C@H](C)CO)C(=O)CCCn2cc(nn2)CO[C@H]1CN(C)C(=O)OCc1ccccc1`?
aSyn yeast rescue: 6%

Results for Cc1cc(C)cc(NC(=O)Cn2c3ncccc3c(=O)n2-c2ccc(C)c(C)c2)c1 ?
aSyn yeast rescue: 14%

What do the screens show for `CCOC(=O)CCc1c(C)c2cc3c(c(C)c2oc1=O)OCN(CCc1ccccc1OC)C3`?
aSyn yeast rescue: -4%

How did COc1ccc(NC(=O)CN(C)C(=O)c2cc(-c3ccc(OC)cc3)nc3ccccc23)cc1 do in these assays?
aSyn yeast rescue: -21%

How did O=C(Nc1ncccc1O)c1ccc(S(=O)(=O)Nc2ccccc2)cc1 do in these assays?
aSyn yeast rescue: -1%

How did O=C(/C(=C(\[O-])c1ccccc1)[n+]1ccc2ccccc2c1)c1ccc(Cl)cc1 do in these assays?
aSyn yeast rescue: -5%

What do the screens show for `O=C(N/N=C/c1ccccc1)c1n[nH]c2c1CCCC2`?
aSyn yeast rescue: -10%

Results for Cc1cccc(NC(=O)Cn2c(=O)c3cccn3c3ccccc32)c1C ?
aSyn yeast rescue: 1%

How did O=C(Nc1ccccc1)Nc1ncc(C(F)(F)F)cc1Cl do in these assays?
aSyn yeast rescue: -12%

Twelve successive records already listed, for reference:
Results for CN(c1ccc(OCC(=O)NCc2cccnc2)cc1)S(=O)(=O)c1ccc(Cl)cc1 ?
aSyn yeast rescue: -4%

What do the screens show for `Cc1ccc(-c2nnc(Nc3ccc(Cl)cc3)c3ccccc23)cc1S(=O)(=O)N1CCOCC1`?
aSyn yeast rescue: 8%

What do the screens show for `COc1cc(NC(=O)C2CCC(=O)N2S(=O)(=O)c2ccc(C)cc2)cc(OC)c1` (configuration not stated)?
aSyn yeast rescue: 4%

What do the screens show for `C[C@@H]1CN([C@H](C)CO)C(=O)CCCn2cc(nn2)CO[C@H]1CN(C)C(=O)OCc1ccccc1`?
aSyn yeast rescue: 6%

Results for Cc1cc(C)cc(NC(=O)Cn2c3ncccc3c(=O)n2-c2ccc(C)c(C)c2)c1 ?
aSyn yeast rescue: 14%

What do the screens show for `CCOC(=O)CCc1c(C)c2cc3c(c(C)c2oc1=O)OCN(CCc1ccccc1OC)C3`?
aSyn yeast rescue: -4%

How did COc1ccc(NC(=O)CN(C)C(=O)c2cc(-c3ccc(OC)cc3)nc3ccccc23)cc1 do in these assays?
aSyn yeast rescue: -21%

How did O=C(Nc1ncccc1O)c1ccc(S(=O)(=O)Nc2ccccc2)cc1 do in these assays?
aSyn yeast rescue: -1%

How did O=C(/C(=C(\[O-])c1ccccc1)[n+]1ccc2ccccc2c1)c1ccc(Cl)cc1 do in these assays?
aSyn yeast rescue: -5%

What do the screens show for `O=C(N/N=C/c1ccccc1)c1n[nH]c2c1CCCC2`?
aSyn yeast rescue: -10%

Results for Cc1cccc(NC(=O)Cn2c(=O)c3cccn3c3ccccc32)c1C ?
aSyn yeast rescue: 1%

How did O=C(Nc1ccccc1)Nc1ncc(C(F)(F)F)cc1Cl do in these assays?
aSyn yeast rescue: -12%

Remaining list, next part
Results for COc1ccc(C(=O)CSc2[nH]c(=O)cc(C(F)(F)F)c2C#N)cc1 ?
aSyn yeast rescue: -58%[inhibitor]

What do the screens show for `CC(C)(C)NC(=O)C(=O)NNC(=O)c1cccc(Br)c1`?
aSyn yeast rescue: 7%

How did O=C(CC(CC(=O)c1ccc(Br)cc1)c1cccnc1)c1ccc(Br)cc1 do in these assays?
aSyn yeast rescue: 3%

Results for O=c1[nH]nc(-c2ccccc2)c2ccccc12 ?
aSyn yeast rescue: 0%

How did O=C(Nc1nnc(-c2ccc(F)cc2)s1)c1c(F)cccc1Cl do in these assays?
aSyn yeast rescue: -5%

How did Cn1ccc2cc(S(=O)(=O)N3CCN(C(=O)Nc4cccc(F)c4)CC3)ccc21 do in these assays?
aSyn yeast rescue: 3%

Results for COc1ccc(N(CC(=O)NCCc2ccc(C)cc2)S(=O)(=O)c2c(C)nn(C)c2C)cc1 ?
aSyn yeast rescue: 7%

How did CCOc1ccc(NC(=O)CCc2c(C)nc3cc(-c4ccccc4OC)nn3c2C)cc1 do in these assays?
aSyn yeast rescue: 9%

Results for O=C(CSc1nnc2ccccn12)Nc1ccccc1[N+](=O)[O-] ?
aSyn yeast rescue: 4%

Results for CCC(c1nnc(SCC(=O)N2CCOCC2)n1C1CCCCC1)N(C)C (configuration not stated) ?
aSyn yeast rescue: 4%

Results for CCc1nnc(NC(=O)c2nc(S(=O)(=O)Cc3cccc(C)c3)ncc2Cl)s1 ?
aSyn yeast rescue: 24%

What do the screens show for `CCCN(CCC)CCNC(=O)Cn1cc2c(n1)-c1c(oc(C(=O)N3CCCC3)c1C)CC2`?
aSyn yeast rescue: 7%&12%

Results for N#Cc1ccccc1CN1C(=O)NC2(CCCCCC2)C1=O ?
aSyn yeast rescue: -7%

What do the screens show for `CC(C)CN(C(=O)COC(=O)C1CC1)c1c(N)n(Cc2ccccc2)c(=O)[nH]c1=O`?
aSyn yeast rescue: -1%

How did CCOC(=O)c1[nH]c2c(c1Cc1ccccc1OC)C(=O)CC(c1ccc(OC)cc1)C2 (configuration not stated) do in these assays?
aSyn yeast rescue: 3%

What do the screens show for `Cc1nnc(N2CCN(C(=O)Nc3cc(F)ccc3F)CC2)c2nn(-c3ccc(Cl)cc3)c(C)c12`?
aSyn yeast rescue: -3%

What do the screens show for `CCOC(=O)C1CCN(Cc2cc(C(C)C)c(O)c(C(C)C)c2)CC1`?
aSyn yeast rescue: 1%

Results for COc1ccc(NC(=O)c2nnn(-c3ccc(C(C)C)cc3)c2C)c(OC)c1 ?
aSyn yeast rescue: -2%

How did Cc1cc(C)cc(C(=O)Nc2ccc(-c3nc4ncccc4o3)cc2)c1 do in these assays?
aSyn yeast rescue: -10%

Results for COc1cc(NC(=O)Cn2c(=O)ccc3cc(S(=O)(=O)N4CCCC4)ccc32)cc(OC)c1 ?
aSyn yeast rescue: 2%

Results for Cc1ccc(C)c(NC(=O)Cn2cc(C(=O)c3ccc(Cl)cc3)c(=O)c3ccc(C)nc32)c1 ?
aSyn yeast rescue: -6%

Results for COc1cccc(CNc2ccc3c(c2)ncn3C)c1OC ?
aSyn yeast rescue: -9%

How did CCOC(=O)c1c(NC(C)=O)c2c3c(sc2n1Cc1nc(-c2ccccc2Cl)oc1C)CCCC3 do in these assays?
aSyn yeast rescue: 2%

How did Nc1ncnc(NC2CCS(=O)(=O)C2)c1[N+](=O)[O-] (configuration not stated) do in these assays?
aSyn yeast rescue: -2%

Results for Cc1cc(C(=O)COc2ccc3ccc(=O)oc3c2)c(C)n1C ?
aSyn yeast rescue: -8%

What do the screens show for `CC(Sc1ncc(C(F)(F)F)cc1Cl)C(=O)NCC1CCCO1` (configuration not stated)?
aSyn yeast rescue: -1%

How did CC(NC(=O)CC1Sc2ccccc2NC1=O)c1ccccc1 (configuration not stated) do in these assays?
aSyn yeast rescue: -17%

How did Cc1c2cnn(CC(=O)N3CCCCC3)c(=O)c2c(C)n1Cc1ccc(F)cc1 do in these assays?
aSyn yeast rescue: 1%

What do the screens show for `Cc1cc(NC(=O)c2cnn(-c3ccccc3)c2-n2cccc2)ccc1Br`?
aSyn yeast rescue: -20%

What do the screens show for `Cc1ccccc1OCC(=O)NCCNC(=O)c1ccccn1`?
aSyn yeast rescue: 0%

How did Cc1nc2ccc(S(=O)(=O)NCC(=O)NCc3ccc(Cl)cc3)cc2s1 do in these assays?
aSyn yeast rescue: 5%

What do the screens show for `COc1ccc(NC(=S)Nc2ccccn2)cc1`?
aSyn yeast rescue: 3%

What do the screens show for `CCOc1ccc(N(C(C)C(=O)Nc2cc(Cl)ccc2OC)S(C)(=O)=O)cc1` (configuration not stated)?
aSyn yeast rescue: inconclusive

How did Cc1cc(-c2ccc(C)c(S(=O)(=O)N3CCOc4ccc(Cl)cc43)c2)on1 do in these assays?
aSyn yeast rescue: -16%

Results for CN(Cc1ccccc1)C(=O)Nc1ccc2c(c1)N(C)C(=O)c1ccccc1S2 ?
aSyn yeast rescue: -12%

How did Nc1ccn([C@@H]2O[C@H](CNS(=O)(=O)c3cc4ccccc4s3)[C@@H](O)[C@H]2O)c(=O)n1 do in these assays?
aSyn yeast rescue: -9%

How did CCCC(=O)N1CC(=O)Nc2ccc(Cl)cc2C1c1ccc(F)cc1 (configuration not stated) do in these assays?
aSyn yeast rescue: 6%

What do the screens show for `Cc1c(Cc2ccc3c(c2)OCO3)sc(NC(=O)c2ccc3ccccc3c2)c1C(N)=O`?
aSyn yeast rescue: -1%

What do the screens show for `Cc1cccc(/C=N/NC(=O)c2ccc(NC(=O)c3ccccc3Cl)cc2)n1`?
aSyn yeast rescue: 4%

What do the screens show for `Cc1cccc(C)c1NC(=O)C(NS(=O)(=O)c1ccc2c(c1)CCC(=O)N2)c1ccccc1` (configuration not stated)?
aSyn yeast rescue: 3%

How did Cc1ccccc1NC(=O)C1CCN(C(=O)N2CCOc3ccccc32)CC1 do in these assays?
aSyn yeast rescue: -7%

Results for CCc1ccc(-c2nn(CC(=O)NC3CCCC3)c3c2cnc2ccc(C)cc23)cc1 ?
aSyn yeast rescue: 6%

What do the screens show for `COCCNC(=O)/C(C#N)=C/c1cc(C)n(-c2ccc(C)cc2)c1C`?
aSyn yeast rescue: -6%

How did Cc1ccc(C)c(S(=O)(=O)Nc2ccc3[nH]c(=O)[nH]c3c2)c1 do in these assays?
aSyn yeast rescue: -5%

Results for Cc1ccc2c(n1)sc1c(=O)n(-c3cccc(C(F)(F)F)c3)nnc12 ?
aSyn yeast rescue: -10%

Results for Cc1cccc(-c2nc3cc(NC(=O)Cc4ccc(Cl)cc4)ccc3o2)c1 ?
aSyn yeast rescue: 3%

What do the screens show for `CCc1ccc(S(=O)(=O)c2nnn3c2nc(N2CCN(c4ccccc4)CC2)c2cc(Cl)ccc23)cc1`?
aSyn yeast rescue: 11%

How did O=c1[nH]c(C(Cl)(Cl)Cl)nc2ccc3ccccc3c12 do in these assays?
aSyn yeast rescue: 1%

Results for CCOCc1nnc(NC(=O)C2c3ccccc3Oc3ccccc32)s1 ?
aSyn yeast rescue: -10%

What do the screens show for `COc1cccc(OC)c1C(=O)Nc1ccc2c(c1)N(C(C)=O)CCC2`?
aSyn yeast rescue: -7%

Results for COc1ccc(OC)c(Nc2ncnc3c2cnn3-c2ccc(C)cc2)c1 ?
aSyn yeast rescue: 7%

What do the screens show for `Cc1nc2nc(C)c(CCC(=O)NCc3ccccc3)c(C)n2n1`?
aSyn yeast rescue: -1%

Results for Fc1ccc2c(c1)Sc1ccc(Cl)cc1CC2N1CCN(CCC2OCCO2)CC1 (configuration not stated) ?
aSyn yeast rescue: -6%

Results for Cc1ccc(-n2c(Cl)c(Cl)nc(Cl)c2=O)cc1 ?
aSyn yeast rescue: -77%[inhibitor]

How did O=C(Cn1nc(Cc2cccnc2)c2ccccc2c1=O)N1CCN(c2ccccc2F)CC1 do in these assays?
aSyn yeast rescue: 3%

What do the screens show for `COc1ccc(OC)c(CN2CCN(C(=O)c3cccc(S(=O)(=O)Nc4ccc(C)cc4)c3)CC2)c1`?
aSyn yeast rescue: -3%

What do the screens show for `COc1cccc(CC(=O)Nc2c(C(=O)N3CCN(c4ccccc4)CC3)oc3ccccc23)c1`?
aSyn yeast rescue: -5%

How did CCOc1ccc(CNC(=O)CCS(=O)(=O)c2cc3c4c(c2)CCN4C(=O)CC3)cc1OC do in these assays?
aSyn yeast rescue: -2%

How did O=C(Nc1nnc(N2CCCCCC2)s1)c1cc(-c2ccc(Br)cc2)on1 do in these assays?
aSyn yeast rescue: -4%

How did Cc1nn(CC(=O)O)c(=O)c2cc3cc(F)ccc3n12 do in these assays?
aSyn yeast rescue: -5%

What do the screens show for `CCOC(=O)c1noc2ncn(CC(=O)Nc3ccccc3OC)c(=O)c12`?
aSyn yeast rescue: -8%

How did O=C(COc1ccccc1[N+](=O)[O-])Nc1ccc2c(c1)OCO2 do in these assays?
aSyn yeast rescue: 4%

What do the screens show for `COc1cc(/C=C(\C#N)C(=O)NCC2CCCO2)ccc1OCCC(C)C` (configuration not stated)?
aSyn yeast rescue: -7%

How did Cc1ccc(C)c2sc(NC(=O)c3ccc(S(=O)(=O)N4CCC(C)CC4)cc3)nc12 do in these assays?
aSyn yeast rescue: 4%

How did COc1ccccc1-c1cc(C(=O)N2CCCCC2)no1 do in these assays?
aSyn yeast rescue: 0%

What do the screens show for `O=C(Nc1nc2ccc(Cl)cc2s1)c1cccc(N2C(=O)CCC2=O)c1`?
aSyn yeast rescue: -4%

How did CCN1CCN(S(=O)(=O)c2ccc(Cl)c(C(=O)N(C)C3CCCCC3)c2)CC1 do in these assays?
aSyn yeast rescue: -2%

Results for Cc1ccc(N(CC(=O)Nc2cccc(F)c2)S(=O)(=O)c2cccs2)cc1 ?
aSyn yeast rescue: -3%

What do the screens show for `CCCC(=NC(C)CC)C1=C(O)CC(c2ccccc2)CC1=O` (configuration not stated)?
aSyn yeast rescue: -7%

What do the screens show for `COc1ccc(-n2c(-c3ccc(Cl)cc3)n[nH]c2=S)c(OC)c1`?
aSyn yeast rescue: 3%

Results for Cc1ccc(C(=O)O)cc1N1CCCC1=O ?
aSyn yeast rescue: -13%

What do the screens show for `N#C/C(=C\c1cccc(F)c1)c1nc(-c2cc3ccccc3oc2=O)cs1`?
aSyn yeast rescue: -6%

Results for CCCOc1ccc(NC(=O)CC2C(=O)N(c3ccccc3)C(=O)N2CCC(C)C)cc1 (configuration not stated) ?
aSyn yeast rescue: 6%

How did Cc1c(Cl)cccc1NC(=O)CN1C(=O)CCn2nc(-c3cccn3C)cc21 do in these assays?
aSyn yeast rescue: 0%
